Bioassay records as filed in PubChem BioAssay.
GALR2 antag = antagonists of human galanin receptor 2 (GALR2) | hit rate 0.39% among 140,000 | inhibition, % at 4 µM | GALR2-expressing cells, antagonist mode | AID 828; in the data active = inhibition above about 27%;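 also: cells stimulated with galanin 1-16 at roughly its EC80; 0% = agonist challenge control and 100% = basal control without agonist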
Target sequence (O43603 whole entry, looked up): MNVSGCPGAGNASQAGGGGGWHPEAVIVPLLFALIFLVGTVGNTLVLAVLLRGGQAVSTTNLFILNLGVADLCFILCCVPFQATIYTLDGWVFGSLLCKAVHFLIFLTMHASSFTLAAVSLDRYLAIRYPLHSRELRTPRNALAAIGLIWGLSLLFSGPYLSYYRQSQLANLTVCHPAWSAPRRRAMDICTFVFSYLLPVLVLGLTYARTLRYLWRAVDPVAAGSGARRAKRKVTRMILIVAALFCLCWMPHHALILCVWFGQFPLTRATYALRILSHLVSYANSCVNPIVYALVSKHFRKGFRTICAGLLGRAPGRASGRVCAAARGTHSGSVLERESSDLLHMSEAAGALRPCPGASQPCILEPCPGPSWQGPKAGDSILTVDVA
NPY-Y2 antag = NPY-Y2 (human) receptor antagonism; hit rate 0.99% among 140,000; inhibition, % at 2.7 µM; NPY-Y2 expressing cells, antagonist mode; in the data active = inhibition above about 17%;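 also: 0% = vehicle with agonist challenge and 100% = reference antagonist with challenge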
Target sequence (P49146 whole entry, looked up): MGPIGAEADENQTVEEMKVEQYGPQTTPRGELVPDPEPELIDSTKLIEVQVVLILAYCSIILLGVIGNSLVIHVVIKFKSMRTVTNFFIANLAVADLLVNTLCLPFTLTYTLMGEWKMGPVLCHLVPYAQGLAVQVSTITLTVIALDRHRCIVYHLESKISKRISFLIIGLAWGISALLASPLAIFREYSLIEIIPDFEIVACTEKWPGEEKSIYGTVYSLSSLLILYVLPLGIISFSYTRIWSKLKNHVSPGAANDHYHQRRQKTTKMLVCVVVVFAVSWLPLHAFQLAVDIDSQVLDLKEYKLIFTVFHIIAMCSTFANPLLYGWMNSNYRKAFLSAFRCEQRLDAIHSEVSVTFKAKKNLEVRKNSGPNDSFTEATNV
E-sel TNF inh = TNF alpha driven E-selectin expression inhibition | hit rate 0.71% among 120,000 | inhibition, % at 2 µM | AID 1246 | HUVEC TNFa-induced E-selectin immunofluorescence, high content;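 active = inhibition above the batch mean plus 3 SD, and confirmed as a hit on visual image review, cut at about 43% in these data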;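 also: 0% = TNF-stimulated DMSO wells and 100% = unstimulated control wells; not every result past the cut was called active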
Yeast lifespan up = yeast lifespan extension; AID 775; inhibition of the nicotinamide effect, % at 10 µM; hit rate 0.68% among 130,000; S. cerevisiae growth with nicotinamide, OD615; deaD strain in restrictive glucose medium;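 active = inhibition above a set limit, placed 3 SD over the median of all compounds, cut at about 26% in these data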;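 also: 0% = nicotinamide-treated wells and 100% = cells grown without nicotinamide; some compounds called inactive have numbers as strong as hits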
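System: Modified budding yeast, DeaD strain | Buffer or medium: Restrictive glucose medium | Also added: 1.5 mM nicotinamide | Doses: 10 µM single point, 0.25% DMSO | Schedule: 48 h compound exposure at 30 °C, humidified | Detection: Absorbance at 615 nm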
MRP-1 activ = activators of MRP-1. H69AR cells + doxorubicin, viability rescue, CellTiter-Glo. viability increase, % at 10 µM. hit rate 0.61% among 140,000;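 active = viability gain under doxorubicin at or above a set limit, the compound median plus 3 SD, cut at about 4.7% in these data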;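 also: MRP-1 overexpressing cells given doxorubicin 25 µM after compound pretreatment; 18-22 h compound pretreatment then 72 h with doxorubicin before readout; 0% = doxorubicin-only wells and 100% = vehicle-treated cells without doxorubicin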
PTEN del growth = PTEN-deleted cell growth suppression; HCT116 PTEN-null viability, CellTiter-Glo, 60 h; stronger effect = lower value; viability, % at 10 µM; hit rate 1.2% among 140,000;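 active = viability at or below a set limit, 4 SD under the median of all tested compounds, cut at about 3.7% in these data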;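 also: PTEN knockout HCT116 line with beta catenin targeted HCT116 as companion control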
Measles CPE = protection of cells from measles virus; Measles virus-infected cells, CPE protection, absorbance; protection (pct of control), % at 4 µM; hit rate 1.5% among 140,000; AID 841; in the data active = protection mostly above about 24%, no sharp cut-off; inactive = mostly below about 26%; also: some compounds called inactive have numbers as strong as hits
HCT116 bCat-KO = beta-catenin-lacking colon tumor cell growth suppression. HCT116 beta-catenin knockout viability, CellTiter-Glo, 60 h; stronger effect = lower value. viability, % at 10 µM. hit rate 1.5% among 140,000. AID 818;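 active = viability at or under a set limit, the compound median less 4 SD, cut at about 6% in these data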;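 also: 0% = Hyamine 1622 control at 20 µM and 100% = untreated cell control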
Yeast growth inh = yeast BB579 growth reduction in restrictive medium | hit rate 0.51% among 140,000 | S. cerevisiae BB579 growth, OD615, 48 h | inhibition, % at 10 µM;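 active = inhibition above a set limit, 3 SD over the mean compound inhibition, cut at about 44% in these data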; also: inactives centre near -24
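Material: Saccharomyces cerevisiae DeaD strain BB579, replicative lifespan model yeast; buffer or medium: CSMM-D restrictive synthetic medium containing dextrose (glucose); compound: 10 µM single dose, DMSO 0.25%; timing: 48 h compound exposure at 30 °C after 4 h preincubation; signal: turbidity as optical density at 615 nm; benchmarks: positive control amphotericin B 10 µg/mL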
Phagocytosis inh = blocks phagocytosis by macrophages | J774A.1 macrophage IgG-bead phagocytosis, imaging | inhibition, % at 5 µM | hit rate 0.07% among 110,000 | AID 1029;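 active = inhibition above the mean of the plate negative controls plus 5 SD, cut at about 13% in these data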;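 also: phagocytic index as fraction of beads internalized from green versus red external bead signal; plate controls were DMSO negative control for no effect and cytochalasin-D positive control for full effect; some results beyond the cut were filed as inactive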
Starred values were filed as active, the others as inactive; . = not tested or not shown.

SMILES	GALR2 antag	NPY-Y2 antag	E-sel TNF inh	Yeast lifespan up	MRP-1 activ	PTEN del growth	Measles CPE	HCT116 bCat-KO	Yeast growth inh	Phagocytosis inh
O=C(CN1C(=O)C2C3C=CC(C4CC34)C2C1=O)OCC(=O)c1ccccc1 (centres undefined)	6	2	.	7	0.2	96	8	97	-30	3
Cc1ccccc1C(=O)Oc1ccccc1N1C(=O)C2CC=CCC2C1=O (centres undefined)	-6	1	.	1	-2.7	97	12	94	-47	-1
O=C(Cn1cccc1)N1CCN(c2ccc(F)cc2)CC1	4	3	7	-6	1.2	91	2	80	-12	-1
CC(=O)N/C(=C\c1ccccc1)C(=O)OCC(=O)N(C)C1CCCCC1	-17	7	11	1	-1.8	88	17	90	-2	-9
O=C(NC(=O)N1CCN(c2ccccc2F)CC1)c1ccccc1	7	3	-40	-8	2.6	98	3	94	-37	0
C=CCn1c(SCC(C)=O)nnc1-c1cc(-c2ccccc2)sc1N	-1	-3	-30	.	-0.1	76	14	71	-31	.
COc1ccc(NS(=O)(=O)c2ccc(N3CCCC3)c(NC(=S)Nc3ccc(SC(F)F)cc3)c2)cc1	-2	-5	-15	8	-4.4	65	3	66	-1	-6
CCN1CCN(c2cc(C)c3cc(NC(=O)c4ccncc4)ccc3n2)CC1	.	.	.	-14	-5.5	75	18	77	-14	0
CCCCC1(Cc2ccc(OC)c([N+](=O)[O-])c2)C(=O)N(c2ccccc2)N(c2ccccc2)C1=O	3	6	-13	-21	0.3	78	6	110	-18	2
O=C(Cc1cccs1)N1CCN(S(=O)(=O)c2ccc(Br)cc2)CC1	-1	2	-2	2	-1.9	89	6	84	-39	0
Cc1ccc(C)c(OCC(=O)Nc2nc3ccc([N+](=O)[O-])cc3s2)c1	-4	3	.	1	-2.2	97	19	95	-18	-7
Cc1noc(C)c1C(=O)N1CCc2ccccc21	1	1	-30	-13	-2.0	108	28	113	-44	1
O=C(CSc1nc2ccc(NC(=O)C3CCCCC3)cc2s1)NCC1CCCO1 (centres undefined)	0	1	-1	-5	-2.9	95	7	91	-16	-4
CCCN(CC(=O)Nc1ccc(Cl)cc1Cl)C(=O)/C=C/c1ccco1	2	6	14	-2	-3.7	98	6	96	-23	7
Cn1c(Cn2cnc3ccccc32)nc2ccccc21	5	0	.	-5	-2.3	68	5	72	-41	0
O=C(CCN1C(=O)c2ccccc2C1=O)Nc1cccc(S(=O)(=O)N2CCCCC2)c1	1	4	-15	-3	-2.4	81	4	98	4	-1
CCOc1cccc(=O)c2c(C)oc(C)c12	-3	3	1	-7	-3.6	100	5	96	-31	-1
O=C(NC1CCCC1)C(c1cccs1)N(CC1CCCO1)C(=O)Cc1cccs1 (centres undefined)	5	18*	15	-8	-2.1	83	9	77	-14	-1
COC(=O)c1cc2occc2n1CC(=O)Nc1cc(OC)cc(OC)c1	-2	0	29	-15	-2.5	87	11	93	-11	0
COc1cc(OC)c(C2SCCN2S(=O)(=O)c2ccc(F)cc2)cc1OC (centres undefined)	-5	4	1	-11	-0.4	112	5	99	-46	4
O=C(Nc1ccc(Cl)c(C(F)(F)F)c1)N1CCCC(O)C1 (centres undefined)	-12	1	8	-2	-1.9	86	20	94	-19	.
O=C(c1cc([N+](=O)[O-])ccc1N1CCCCC1)N1CCc2ccccc21	14	14	-4	8	-5.1	13	4	12	-40	-6
COc1ccc(OC)c(NC(=O)CNC(=O)Cn2c(C)cc3ccccc3c2=O)c1	-2	2	-5	-5	-0.4	100	22	88	-71	0
CCOC(=O)C1=C(C)NC(=O)C(C(N)=O)C1c1ccccc1 (centres undefined)	-28	-1	-9	-15	-0.9	95	7	97	-22	-2
S=c1[nH]nc(-c2cc3c(s2)-c2ccccc2CC3)o1	2	4	16	-12	-1.5	95	8	89	-54	0
CC1(C)NC(=O)N(CCCOc2ccc3c(c2)CCC3)C1=O	-10	1	-36	-14	-0.7	82	23	80	-84	2
O=C(Nc1ccccc1Oc1ccccc1)C1CCCC1	-7	3	-18	-7	-2.7	88	11	92	-22	-3
Cc1ccc(NC(=O)N2CCC(C(N)=O)CC2)cc1	2	0	-9	-3	-0.1	93	6	94	-7	0
Cc1cc(N2CCCCC2)nc(NCc2ccccc2)n1	26	10	72*	-20	-6.5	8	1	6.0*	-2	.
CCOCCCNC(=O)CS(=O)(=O)Cc1nc(-c2cccc(OC)c2)oc1C	8	3	0	-7	-3.6	83	17	99	-50	0

(continued)
SMILES	GALR2 antag	NPY-Y2 antag	E-sel TNF inh	Yeast lifespan up	MRP-1 activ	PTEN del growth	Measles CPE	HCT116 bCat-KO	Yeast growth inh	Phagocytosis inh
N#Cc1ccsc1NC(=O)CN1CCN(S(=O)(=O)c2cc(Cl)ccc2Cl)CC1	-4	1	.	-4	-2.8	87	9	80	-11	-7
CCCCc1ccc(-c2ccc(C)cc2O)nc1	-1	3	.	-24	1.9	86	3	104	20	-1
COc1ccc2c(c1)[nH]c1c(=O)n(CCN3CCCC3)cnc12	3	10	3	6	-0.6	97	37	91	-40	-1
O=[N+]([O-])c1ccc(S(=O)(=O)N/N=C/c2cccs2)cc1	-8	4	.	5	-3.4	88	5	94	-33	-6
Cc1ccc(S(=O)(=O)NC(=O)Nc2c(C)n(C)n(-c3ccccc3)c2=O)cc1	3	1	.	1	0.1	94	0	90	-36	-1
O=C(Cn1c(-c2ccccc2)noc1=O)Nc1ccc(S(=O)(=O)N2CCOCC2)cc1	0	1	1	-10	-2.7	99	5	92	-43	0
Cc1nn2c3ccccc3n(CCN3CCCCC3)c2nc1=O	4	1	-7	.	-3.2	101	9	94	-9	.
CCOC(=O)C1CCCN(c2ncnc3c2cnn3-c2ccc(OC)cc2)C1 (centres undefined)	-17	2	.	-27	-0.4	95	9	106	-45	-1
N#Cc1nc(COc2ccccc2)oc1NCCN1CCOCC1	-1	3	10	-5	-3.3	88	25	102	12	-1
O=S(=O)(c1ccc2nc(-c3ccccc3)[nH]c2c1)N1CCN(c2ccc(Cl)cc2)CC1	-2	-6	-29	4	-5.2	0.8*	3	0.9*	-35	-3
O=C(NCc1ccc2c(c1)OCO2)C1CCCN1C(=O)Nc1cccc(Cl)c1 (centres undefined)	-3	0	0	-8	-0.6	93	4	100	-20	1
CC1CCN(C(=O)CSc2nc3cccnc3n2C)CC1	-8	1	-9	-7	-1.4	93	8	104	-7	.
Cc1ccc(-c2nc3ncccn3c2NC2CCCCC2)o1	-2	9	1	-22	-4.0	86	5	83	-47	.
C=C1C(=O)O[C@H]2C1CC[C@@](C)(O)C13C=CC(C)(C21)C1(C3)C(=O)O[C@@H]2C3C(C)=CCC3[C@](C)(O)C[C@H](OC(C)=O)C21 (some centres undefined)	-3	-3	.	-2	-4.6	8	14	13	-48	1
CCc1nc(NCc2ccccn2)c2oc3ccccc3c2n1	.	.	.	-8	0.3	66	12	51	-54	.
C=CCc1ccccc1OCCNCCCOC	-3	3	11	12	-2.2	94	9	76	-16	-1
COc1ccc2nc(Nc3nc(C)c(CCC(C)C)c(=O)[nH]3)nc(C)c2c1	7	1	21	-6	-1.7	63	4	58	-32	0
COc1ccc(OC)c(NC(=O)CCN2CCCCCC2)c1	5	3	-2	.	-0.4	105	9	106	-51	.
COc1c2ccoc2nc2c(OC)c(OCC(O)C(C)(C)O)ccc12 (centres undefined)	3	2	-14	-16	-4.3	89	2	95	-26	-2
Cc1cc(N2CC(C(=O)NCc3cccs3)CC2=O)ccc1C(C)C (centres undefined)	3	4	-5	-10	0.3	91	4	97	-24	1
CCCCNC(=O)c1ccccc1Cl	-2	3	-14	-7	-0.6	90	20	96	-11	1
CC(=O)c1sc2nc(C)cc(C)c2c1N	-4	2	-39	-14	-0.5	104	16	101	-7	-1
CCCc1nc2ccc(NC(=O)c3ccco3)cc2c(=O)n1Cc1ccccc1Cl	2	2	-15	.	1.7	83	11	83	-23	.
CCOc1ccc(NC(=O)C(=O)NCC2CCCN2CC)cc1 (centres undefined)	0	2	.	-4	-0.4	104	15	96	18	.
COC(=O)c1c(Cl)c2n3ccccc3c(C)c(-c3ccccc3)c-2c1C(=O)OC	-1	3	.	3	-4.0	74	1	75	-18	-2
O=C(CN(Cc1cccs1)C(=O)c1csnn1)NC1CCCC1	11	0	6	.	-1.7	98	26	92	-18	.
Cc1ccc(-c2nnc(Nc3ccccc3)o2)cc1	10	3	1	-18	-3.0	60	6	62	-63	.
O=C(CN1C(=O)c2ccccc2S1(=O)=O)NC1CC2CCC1C2 (centres undefined)	-7	1	.	-5	-0.7	108	8	104	-33	0
COc1ccc(S(=O)(=O)Nc2ccc3c(c2)COC3=O)cc1OC	0	-2	-7	-9	-0.3	117	12	96	29	0
CN(C)C(=S)NCc1ccccc1	4	0	-8	-9	-2.0	89	4	88	-20	2

Following part.
SMILES	GALR2 antag	NPY-Y2 antag	E-sel TNF inh	Yeast lifespan up	MRP-1 activ	PTEN del growth	Measles CPE	HCT116 bCat-KO	Yeast growth inh	Phagocytosis inh
CC(=O)N1CCc2cc(S(=O)(=O)NCCCN3CCN(Cc4ccccc4)CC3)ccc21	11	7	-10	0	-1.2	65	17	61	-44	-1
Cc1cc(Nc2ccc(C)c(C)c2)n2nc(C)nc2n1	12	3	-40	-6	-0.7	97	11	91	7	0
CCCc1nnc(NC(=O)CN2CCN(C)CC2)s1	4	0	-6	-7	0.2	97	7	101	-53	0
C=CCSC(=S)NC1CCS(=O)(=O)C1 (centres undefined)	3	3	.	13	-2.8	100	6	92	-19	.
CCOc1ccc(N2C(=O)CC(N3CCN(C(=O)c4ccco4)CC3)C2=O)cc1 (centres undefined)	-2	1	-10	-13	0.6	119	2	103	-24	-1
O=C(Cn1nnc(-c2ccccc2)n1)NCc1cccs1	2	7	9	-10	-0.5	98	14	107	-48	1
Cc1cc(C)cc(C(=O)NN2CCOCC2)c1	1	0	.	4	0.7	99	7	104	-14	-5
CC(c1ccco1)N(C(=O)Nc1ccc(Cl)cc1)c1ccccn1 (centres undefined)	1	1	-14	-20	0.0	94	4	95	10	.
COc1ccc(C(=O)CSc2nc3ccccc3n2CC(=O)c2ccccc2)cc1	2	4	17	4	-0.8	95	.	99	-50	0
CCOC(=O)C1=C(C)NC(=O)NC1c1ccc(OC)c(CN2CCOCC2)c1 (centres undefined)	-16	3	-2	-3	-1.4	99	17	95	-1	-1
COC(=O)c1cccc(NC(=O)CCNC(=O)c2ccc([N+](=O)[O-])cc2)c1	5	7	.	-3	-2.6	95	15	88	-30	-2
Oc1ccc(N2CCN(C(c3cccnc3)c3nnnn3Cc3ccccc3)CC2)cc1 (centres undefined)	0	0	2	55	-1.5	68	12	59	-65	.
Cc1ccccc1N1CCN(c2ccc(NC(=O)C3CCCCC3C(=O)O)cc2)CC1 (centres undefined)	-6	2	.	3	-3.3	78	4	82	-34	-5
